Screening results deposited in PubChem by several laboratories.
Mot1-301 SUMO – blocks SUMOylation pathway, rescuing yeast Mot1-301 growth; S. cerevisiae Mot1-301 growth rescue, ATP luminescence, 38.5C; percent above DMSO median, 100 means doubled; growth rescue, % at 18.8 µM; 320,000 compounds, 1% hits;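 active = every valid replicate shows activation above 250% relative to neutral control wells; inactive = the rest, any valid replicate at or below 250%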;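 also: OY570 slx delta 5 strain wells were the positive control but not used for scaling; some compounds called inactive have numbers as strong as hits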
PfHsp90 set2 – reduces growth (ATP signal) of yeast expressing P. falciparum Hsp90 | S. cerevisiae expressing PfHsp90, BacTiter-Glo ATP, 48 h; yeast lacking PDR1 and PDR3 efflux regulators | inhibition, % at 9.4 µM | 310,000 compounds, 0.32% hits;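 active = every replicate shows inhibition above about 80%, whatever the replicate mean, limit read from the data; inconclusive = mean inhibition reaches the set limit but some replicate falls short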;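 also: 0% = DMSO neutral controls and 100% = 20 µM radicicol positive controls; yeast relying on Plasmodium falciparum Hsp90 in place of its own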
Arr AP2 block – blocks beta-arrestin peptide binding to AP2 adaptin. FITC-arrestin peptide / GST-AP2 beads, flow cytometry; AP2 beta2 appendage carries R879A mutation. inhibition, % at 10 µM. 340,000 compounds, 0.31% hits;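 active = inhibition above a set limit, near 3 SD of compounds lacking own fluorescence, cut at about 54% in these data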;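 also: plate controls were DMSO wells for no effect and 5 µM unlabelled arrestin peptide for full effect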
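system = GST-tagged AP2 beta2-adaptin appendage (R879A) on 4 µm glutathione beads | reagent = FITC-labelled arrestin peptide probe, 50 nM final | schedule = compound with beads 12 min RT, then probe 1 h RT | signal = HyperCyt-sampled flow cytometry, FL1 channel, ex 488/em 535 nm | read-out = percent response from loss of bead-bound FITC fluorescence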
phage Ecoli inh – E. coli growth loss with phage present; growth absorbance; inhibition, % at 11.9 µM; 360,000 compounds, 0.26% hits; in the data active = inhibition above about 11%
Ecoli viability – reduces bacterial viability in AddAB counter-screen; E. coli V3065 growth, OD600 absorbance, 18 h; inhibition, % at 11.9 µM; 330,000 compounds, 0.27% hits; AID 449728;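 active = inhibition above the campaign's mean inhibition across all tested compounds plus 3 SD, cut at about 9.9% in these data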;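 also: uninfected addAB+ strain grown without phage in ampicillin broth; 0% = DMSO wells and 100% = ciprofloxacin 0.95 µg/ml wells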
Pemphigus Ab inh – human desmoglein-3 autoantibody binding inhibition | DSG3-coupled beads, scFv-anti-DSG3-GFP binding, flow cytometry; hits give low values | binding (percent of control), % at 10 µM | 310,000 compounds, 0.48% hits | AID 588358;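 active = binding more than 3 SD below its plate's average and above zero; inconclusive = below that plate limit but binding exactly zero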;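 also: hits lower antibody fragment binding to DSG3; some compounds called inactive have numbers as strong as hits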
MOR-DOR inv ag – mu-delta opioid heterodimer inverse agonism. cell-based MOR-DOR heterodimer luminescence. P35372+P41143. 340,000 compounds, 0.21% hits. inhibition, % at 9.3 µM. AID 504357; in the data active = inhibition above about 22%, passing the limit was not always enough;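 also: 0% = cells with DMSO and 100% = wells without cells with DMSO; values of inactives mirror those of a sister screen read the other way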
Target sequence (P35372 whole entry, looked up): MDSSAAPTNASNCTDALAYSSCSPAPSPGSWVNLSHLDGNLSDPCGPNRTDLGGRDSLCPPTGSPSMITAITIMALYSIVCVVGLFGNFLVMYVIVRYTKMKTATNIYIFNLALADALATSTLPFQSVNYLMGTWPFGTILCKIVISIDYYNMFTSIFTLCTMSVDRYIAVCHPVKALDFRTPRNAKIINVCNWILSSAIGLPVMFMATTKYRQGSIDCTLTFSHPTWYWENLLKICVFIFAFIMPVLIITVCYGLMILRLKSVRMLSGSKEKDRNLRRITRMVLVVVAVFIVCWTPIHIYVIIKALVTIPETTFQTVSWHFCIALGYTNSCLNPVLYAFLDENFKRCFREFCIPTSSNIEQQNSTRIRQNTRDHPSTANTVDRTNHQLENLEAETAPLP
Target sequence (P41143 whole entry, looked up): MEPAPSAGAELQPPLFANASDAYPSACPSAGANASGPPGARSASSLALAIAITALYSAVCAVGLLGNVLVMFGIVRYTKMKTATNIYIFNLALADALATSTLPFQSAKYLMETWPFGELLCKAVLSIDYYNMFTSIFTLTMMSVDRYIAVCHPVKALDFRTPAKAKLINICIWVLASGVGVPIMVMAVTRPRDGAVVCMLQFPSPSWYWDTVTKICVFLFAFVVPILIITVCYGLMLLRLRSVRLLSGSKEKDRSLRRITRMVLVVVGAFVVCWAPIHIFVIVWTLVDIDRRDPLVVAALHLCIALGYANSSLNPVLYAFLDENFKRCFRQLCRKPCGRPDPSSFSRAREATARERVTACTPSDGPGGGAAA
Tat export inh – blocks Tat-dependent protein export in E. coli. E. coli MC4100 TorA-mCherry Tat export, fluorescence. inhibition, % at 10 µM. 340,000 compounds, 0.036% hits;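 active = mean replicate inhibition at least 50% and at least half of replicates individually reaching 50%; inconclusive = only one of the two criteria met; inactive = neither criterion met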;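 also: exported cargo escapes ClpAP degradation while cytoplasmic cargo is degraded and loses fluorescence; 0% = median of neutral control wells and 100% = median of NaSCN control wells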
MOR-DOR ag – OPRM1-OPRD1 heterodimerization agonism | P35372+P41143 | cells, luminescence | activation, % at 9.3 µM | 340,000 compounds, 0.3% hits | AID 504326; in the data active = activation above about 18%;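 also: 0% = vehicle-treated cells and 100% = reference agonist; values of inactives mirror those of a sister screen read the other way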
PKA-R1A act – activates the PKA-R1A holoenzyme complex | activation, % at 11.4 µM | PKA-R1A dissociation, Cy5-IP20 fluorescence polarization; scaled: DMSO 0%, 113 µM cGMP 100% | 340,000 compounds, 0.083% hits;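 active = percent activation above the mean of all tested compounds plus 3 SD, cut at about 19% in these data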;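 also: higher means more PKAc released from R1A so a rise in polarization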
AddAB inh – less growth of phage-infected E. coli with AddAB. inhibition, % at 11.9 µM. 330,000 compounds, 0.29% hits. E. coli expressing H. pylori AddAB, absorbance growth. AID 435030; in the data active = inhibition above about 12%;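 also: 0% = vehicle wells of infected cells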
* hit, by the source's call; i = inactive; ? = inconclusive; / = no result given. The order is random; overall some 2.8% were active at least once.

cpd	mol	Mot1-301 SUMO	PfHsp90 set2	Arr AP2 block	phage Ecoli inh	Ecoli viability	Pemphigus Ab inh	MOR-DOR inv ag	Tat export inh	MOR-DOR ag	PKA-R1A act	AddAB inh
1	O=C(Nc1ccccc1N1CCN(c2ccc(F)cc2)CC1)C12CC3CC(CC(C3)C1)C2	-5	-5	25	0.1	-1.5	/	2	-7	-0.3	-1	-0.8
2	COC(=O)CCCCCCCCC(O)C[N+]1(C)CCOCC1 (stereo unspecified)	-25	/	-6	1.8	0.3	104	/	/	/	/	0.9
3	CC(=O)NS(=O)(=O)c1ccc(NC(=O)/C=C/c2ccccc2)cc1	-5	-2	17	3.6	-0.6	101	3	-6	-0.5	9	0.4
4	COc1ccccc1NC(=O)CSC(N)=O	-2	-39	9	2.7	0.5	71	19	-5	-3.4	0	4.4
5	Cc1[nH]c2ccccc2c1/C=C/c1nc2ccccc2c(=O)[nH]1	61	-5	35	1.9	0.9	90	-16	-3	3.2	9	1.6
6	COc1ccc(C(=O)O)cc1S(=O)(=O)NCc1cccnc1	-15	-2	5	2.8	-3.7	98	15	-12	-3.1	4	-2.3
7	CCOc1ncccc1C(=O)N1CCN(S(=O)(=O)c2ccc3c(c2)OCCO3)CC1	11	/	19	1.4	0.2	105	19	9	-4.7	3	0.3
8	CC(=O)Nc1nc(C(=O)Nc2c(C)n[nH]c2C)cs1	-6	12	16	3.4	2.4	98	10	-2	-2.0	-5	1.9
9	COc1ccc(Cl)cc1NC(=O)CN(C)C(=O)C1CC(=O)N(Cc2ccc(C)cc2)C1 (stereo unspecified)	6	-28	2	0.7	0.2	98	8	6	-1.2	-5	-0.2
10	O=C1C2(CCC13COC(c1ccc(O)cc1)OC3)COC(c1ccc(O)cc1)OC2 (stereo unspecified)	-11	20	-1	5.0	0.9	104	10	7	-1.8	3	-0.8
11	CC(C)c1ccc(/C=N/NC(=O)c2ccccc2Cl)cc1	22	-4	4	4.9	-0.3	107	-7	-6	1.5	0	2.5
12	O=C(c1cccc(C(F)(F)F)c1)N1CCOC12CCN(c1ncc(C(F)(F)F)cc1Cl)CC2	2	27	-116	-1.0	1.7	106	-12	1	2.1	0	5.5
13	O=C(Nc1ccc(C(=O)N2CCCCC2)cc1)c1ccccc1	/	22	7	3.1	/	102	0	5	0.0	6	/
14	CCOC(=O)c1c(N)sc(C(=O)N2CCCCC2)c1C	72	-9	10	2.5	0.8	95	-1	5	0.1	-5	-1.6
15	NS(=O)(=O)c1ccc(NC(=O)COC(=O)COc2ccc(Br)cc2)cc1	/	-14	-1	-0.6	-2.1	94	15	5	-2.8	2	1.0
16	CCc1cc(-c2nc(N)ncc2-c2ccc(Br)cc2)c(O)cc1OC	-34	-4	-2	0.8	1.4	97	-14	-2	2.8	-2	-0.3
17	CC1CCN(C(=O)C2CCCCN2S(=O)(=O)c2cccc([N+](=O)[O-])c2)CC1 (stereo unspecified)	-8	3	38	0.8	1.1	104	-1	4	0.1	-5	1.2
18	Cc1nn(CC(=O)OCC(=O)Nc2cccc(S(N)(=O)=O)c2)c(C)c1[N+](=O)[O-]	5	-8	-3	0.6	0.7	/	4	0	-1.0	2	3.7
19	CC(=O)Oc1ccccc1C(=O)Nc1ccccc1	130	-22	11	6.5	3.4	100	19	5	-3.5	3	5.5
20	CCOc1ncccc1C(=O)Nc1ccccc1F	-27	-44	2	0.5	1.2	104	10	20	-1.9	-12	3.0
21	CCCCN(C(=O)Cc1ccc2c(c1)OCCO2)c1c(N)n(CC(C)C)c(=O)[nH]c1=O	/	/	37	1.1	/	98	1	-6	-0.2	-7	/
22	COc1cc(C2CC(c3cccnc3)=NN2c2ccc(F)cc2)cc(OC)c1OC (stereo unspecified)	197	6	6	2.7	0.7	105	-3	3	0.4	-11	2.1
23	CC1Cc2nc(SCC(=O)c3ccccc3)n(Cc3ccccc3)c(=O)c2S1 (stereo unspecified)	5	-9	5	1.4	-1.8	101	11	2	-1.9	-5	-1.7
24	CCOc1ccccc1/C=C/c1onc(C)c1S(=O)(=O)N1CCC(C(=O)N2CCCCCC2)CC1	12	0	-23	0.9	-0.7	103	0	5	-0.1	-10	1.6
25	COc1ccc(OCC(=O)Nc2cc(S(=O)(=O)N3CCCC3)ccc2Cl)cc1	/	2	7	-0.6	/	94	-16	-4	3.2	10	/

Quoted at random: three records from the list.
cpd	mol	Mot1-301 SUMO	PfHsp90 set2	Arr AP2 block	phage Ecoli inh	Ecoli viability	Pemphigus Ab inh	MOR-DOR inv ag	Tat export inh	MOR-DOR ag	PKA-R1A act	AddAB inh
11	CC(C)c1ccc(/C=N/NC(=O)c2ccccc2Cl)cc1	22	-4	4	4.9	-0.3	107	-7	-6	1.5	0	2.5
22	COc1cc(C2CC(c3cccnc3)=NN2c2ccc(F)cc2)cc(OC)c1OC (stereo unspecified)	197	6	6	2.7	0.7	105	-3	3	0.4	-11	2.1
13	O=C(Nc1ccc(C(=O)N2CCCCC2)cc1)c1ccccc1	/	22	7	3.1	/	102	0	5	0.0	6	/

More compounds follow:
cpd	mol	Mot1-301 SUMO	PfHsp90 set2	Arr AP2 block	phage Ecoli inh	Ecoli viability	Pemphigus Ab inh	MOR-DOR inv ag	Tat export inh	MOR-DOR ag	PKA-R1A act	AddAB inh
26	CC(=O)c1c(N2CCN(Cc3ccccc3)CC2)[nH]c(-c2ccccc2)nc1=S	142	-56	0	-0.2	-5.7	96	12	-1	-2.7	8	-2.3
27	Cc1onc(-c2c(Cl)cccc2Cl)c1C(=O)N/N=C(\N)COc1ccc(Cl)cc1	-3	17	11	18*	16*	94	0	6	0.1	-5	14*
28	CCSc1nnc(-c2ccc(C)cc2)c2ccccc12	7	1	31	0.8	0.5	89	-53	1	10.0	4	1.2
29	COc1cc(NC(=O)C2=C(C)OCCS2)c(Cl)cc1C(=O)NCCN(C)C	356	5	3	-1.7	-0.9	103	4	-3	-1.0	-6	2.0
30	C#CCN(C)CC/C=C1\c2ccccc2CSc2ccccc21	124	5	16	2.2	-0.2	94	-52	-2	9.2	-20	2.7
31	CN1C(=O)C(O)(C2OC(C)(C)CCC2=O)c2ccccc21 (stereo unspecified)	-14	/	-5	2.8	0.4	96	18	-4	-3.6	-4	2.2
32	COc1ccccc1NC(=O)Nc1nc(CC(=O)N2CCN(c3ccccc3F)CC2)cs1	150	/	2	5.8	1.6	101	-30	11	4.6	-4	0.3
33	Cc1oc(-c2cccs2)nc1CNC[C@H]1O[C@@H](n2cnc(C(N)=O)n2)[C@H](O)[C@@H]1O	/	16	16	2.9	/	109	-4	-3	0.8	-8	/
34	Cc1ccc(-n2nnnc2-c2cnoc2-c2cccc(F)c2)cc1	/	11	5	2.2	-4.0	/	-3	?	0.6	10	1.6
35	Cc1nn(C)c(C(=O)Nc2ccc(Br)cc2F)c1Br	154	-10	1	/	0.3	95	-23	3	3.8	-12	2.0
36	O=C(CCCN1C(=O)CCC1=O)Nc1ccc(Cl)c(C(F)(F)F)c1	-6	-23	1	-1.2	-1.9	119	9	-3	-1.9	-6	2.8
37	CC(C)n1cnc2cc(NCc3nc4ccccc4n3C)ccc21	0	20	9	2.6	-0.1	105	0	-24	0.0	4	4.9
38	CC(C)Oc1cccc(C(=O)C2CCCN(C(=O)c3ccsc3)C2)c1 (stereo unspecified)	-20	2	36	-3.4	1.3	90	19	3	-3.7	-18	1.7
39	CCOc1cc(NC(=O)CCl)c(OCC)cc1NC(C)=O	5	-18	-7	3.2	-2.4	102	9	-3	-1.8	6	-3.2
40	O=C1C(=O)N(CCN2CCOCC2)C(c2ccc([N+](=O)[O-])cc2)/C1=C(/O)c1ccc2c(c1)OCO2 (stereo unspecified)	-7	13	22	-1.3	1.7	/	15	5	-2.8	0	5.1
41	COc1ccc(OCCn2ccnc2)cc1	i	-10	-12	2.1	0.8	105	16	-2	-3.6	3	2.6
42	COc1ccc(CNC(=O)c2coc(=O)c3ccccc23)c(OC)c1	8	15	4	1.1	1.1	/	12	-2	-2.7	-5	3.3
43	O=C(CCn1nc(-c2ccccc2)c2ccccc2c1=O)NN1CCOCC1	-4	14	10	6.6	-0.8	99	5	-1	-1.0	-4	0.8
44	CC(Sc1nc2ccccc2n1C)C(=O)Nc1ccc(N2CCOCC2)cc1 (stereo unspecified)	/	-13	12	0.5	-0.2	102	1	13	-0.1	-4	0.3
45	COc1ccc(Cn2c(=O)[nH]c3cc(C(=O)NCCCN4CCCCCC4)ccc3c2=O)cc1	137	0	-8	1.1	3.1	94	10	-5	-1.9	7	3.2
46	O=C(O)/C=C/C(=O)Nc1ccccc1SC(F)(F)C(F)(F)C(F)(F)F	-17	21	-18	3.7	0.9	98	15	-4	-2.8	-7	4.6
47	Cc1csc(NC(=O)CSc2nnc(-c3cc(C)on3)o2)n1	-10	-3	44	3.3	0.4	108	3	0	-0.4	6	-0.6
48	COC(=O)c1ccc(NC(=S)NN2CCCCC2c2cccnc2)cc1 (stereo unspecified)	0	-28	-5	4.8	1.6	97	13	-6	-2.5	-2	1.8
49	CCOC(=O)c1ccc(S(=O)(=O)N2CCN(C(=O)c3ccccn3)CC2)cc1	1	2	-7	-2.4	0.3	/	12	-9	-3.1	-4	-2.2
50	COCCN1CCN(C(=O)C2CCC(=O)N(Cc3ccccc3OC)C2)CC1 (stereo unspecified)	-16	17	-2	0.7	0.8	111	-8	16	2.0	-6	0.3
51	CC1CCN(S(=O)(=O)c2ccc3[nH]c(=O)cc(C(=O)O)c3c2)CC1	-6	14	-2	3.4	0.3	/	12	17	-2.2	-15	0.2
52	Cc1ccc(C(=O)N[C@H](C(=O)OCC(=O)NC2CCS(=O)(=O)C2)C(C)C)cc1 (stereo partly specified)	-11	-9	6	3.3	1.4	103	6	0	-1.2	-5	1.9
53	COc1cccc(C2Cc3ccccc3C(=O)O2)c1 (stereo unspecified)	30	-16	6	-0.6	-1.5	112	18	3	-3.4	-8	-1.0

Compounds shown so far that contain a thiophene ring, fused or not (3):
cpd	mol	Mot1-301 SUMO	PfHsp90 set2	Arr AP2 block	phage Ecoli inh	Ecoli viability	Pemphigus Ab inh	MOR-DOR inv ag	Tat export inh	MOR-DOR ag	PKA-R1A act	AddAB inh
14	CCOC(=O)c1c(N)sc(C(=O)N2CCCCC2)c1C	72	-9	10	2.5	0.8	95	-1	5	0.1	-5	-1.6
33	Cc1oc(-c2cccs2)nc1CNC[C@H]1O[C@@H](n2cnc(C(N)=O)n2)[C@H](O)[C@@H]1O	/	16	16	2.9	/	109	-4	-3	0.8	-8	/
38	CC(C)Oc1cccc(C(=O)C2CCCN(C(=O)c3ccsc3)C2)c1 (stereo unspecified)	-20	2	36	-3.4	1.3	90	19	3	-3.7	-18	1.7
